TIM10 inh: inhibits growth of TIM10 yeast strain. S. cerevisiae TIM10 strain growth, BacTiter-Glo luminescence, 24 h. inhibition, % at 10 µM. AID 463195. hit rate 1.4% among 330,000;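 active = inhibition of 40% or more at the single tested concentration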;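 note: wild-type TIM10 isogenic control strain grown at permissive 25 °C; 0% = DMSO yeast wells and 100% = minimal medium wells without yeast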
mIAP inh: blocks mouse intestinal alkaline phosphatase; purified mouse IAP, CDP-Star luminescence, 30 min; hit rate 0.2% among 330,000; inhibition, % at 10 µM;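 active = inhibition of at least 40% at 10 µM in the primary screen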;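 note: plate controls were DMSO with enzyme for no effect and no enzyme wells for full effect; values of inactives mirror those of a sister screen read the other way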
mIAP activ: increases mouse intestinal alkaline phosphatase activity; muIAP, CDP-Star luminescence, 30 min; hits give high values; 1 = vehicle-only enzyme signal, 0 = enzyme-free wells; activation factor at 10 µM; hit rate 0.24% among 330,000;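 active = activation factor of at least 2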; note: the source names both 10 and 20 µM as test concentration; values of inactives mirror those of a sister screen read the other way
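Assay system: mouse IAP enzyme; Reagent: CDP-Star chemiluminescent phosphatase substrate; Compound: DMSO-dissolved test compounds; Incubation: 30 min, room temperature; Technique: luminescence from enzymatic CDP-Star hydrolysis; Controls: DMSO-only wells and no-enzyme negative control.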
hIAP act: increases human intestinal alkaline phosphatase activity. activation factor at 10 µM. AID 2524. hit rate 0.16% among 330,000. purified human IAP, CDP-Star luminescence, 30 min; hits give high values; 1 = vehicle-only enzyme, 0 = enzyme-free background. P09923;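 active = activation factor of the enzyme at least 2-fold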; note: the source names both 10 and 20 µM as test concentration; values of inactives mirror those of a sister screen read the other way
Target sequence (P09923 whole entry, looked up): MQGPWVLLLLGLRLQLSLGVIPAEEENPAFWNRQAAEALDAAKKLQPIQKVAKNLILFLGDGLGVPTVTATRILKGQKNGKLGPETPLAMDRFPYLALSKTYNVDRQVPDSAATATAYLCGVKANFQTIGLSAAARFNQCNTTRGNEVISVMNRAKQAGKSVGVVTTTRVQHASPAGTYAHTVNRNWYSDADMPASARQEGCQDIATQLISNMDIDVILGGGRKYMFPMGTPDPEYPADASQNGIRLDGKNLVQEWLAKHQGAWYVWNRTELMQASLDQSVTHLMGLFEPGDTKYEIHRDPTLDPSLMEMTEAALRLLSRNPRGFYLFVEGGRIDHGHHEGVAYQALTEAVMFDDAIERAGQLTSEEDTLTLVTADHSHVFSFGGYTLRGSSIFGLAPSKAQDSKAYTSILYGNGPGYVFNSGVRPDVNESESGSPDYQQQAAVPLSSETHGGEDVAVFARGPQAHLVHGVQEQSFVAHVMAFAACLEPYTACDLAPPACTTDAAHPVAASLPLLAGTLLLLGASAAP
ATG4B inhibitor: ATG4B (human) cysteine protease inhibition | Q9Y4P1 | ATG4B cleavage of LC3-PLA2, NBD-HPC fluorescence, 1 h | inhibition, % at 8.33 µM | hit rate 0.51% among 340,000; in the data active = inhibition above about 40%
Target sequence (Q9Y4P1 whole entry, looked up): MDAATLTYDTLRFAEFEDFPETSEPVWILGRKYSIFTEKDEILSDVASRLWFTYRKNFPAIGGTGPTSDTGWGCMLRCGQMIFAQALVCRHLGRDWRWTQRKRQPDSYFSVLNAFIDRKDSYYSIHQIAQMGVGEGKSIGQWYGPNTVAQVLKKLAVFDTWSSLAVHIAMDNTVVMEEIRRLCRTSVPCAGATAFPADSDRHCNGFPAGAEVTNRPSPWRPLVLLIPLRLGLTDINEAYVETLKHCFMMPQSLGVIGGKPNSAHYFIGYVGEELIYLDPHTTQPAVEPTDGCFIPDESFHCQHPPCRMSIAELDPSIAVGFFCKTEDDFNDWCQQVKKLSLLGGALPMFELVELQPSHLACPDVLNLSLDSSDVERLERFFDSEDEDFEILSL
Apaf1 inhib: human Apaf-1 inhibition. AID 489030. O14727. inhibition, % at 20 µM. reconstituted apoptosome caspase-3 activity, DEVD-Rh110 fluorescence. hit rate 0.71% among 330,000; active = inhibition of at least 40% at 20 µM;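 note: plate controls were DMSO wells for no effect and DEVD-CHO caspase inhibitor wells for full effect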
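Assay system: Apoptosome proteins | Medium: pH 7.5 Hepes buffer with CHAPS, BSA, DTT | Also added: Cytochrome c and DEVD-Rh110 substrate | Times: 30 min plus 50 min, RT | Detection: Rhodamine 110 fluorescence at Ex 480/Em 540 nm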
NALP3 yeast inh: NALP3 inhibition in yeast. inhibition, % at 10 µM. Yeast reconstituted NLRP3/ASC/caspase-1, beta-gal luminescence, 24 h. hit rate 0.39% among 330,000. AID 2825;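 active = inhibition of 50% or more; inactive = inhibition below 50%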;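 note: plate controls were induced DMSO wells for no effect and uninduced yeast grown without galactose for full effect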
tim10-1 inh: inhibits growth of tim10-1 mutant yeast | S. cerevisiae tim10-1 ts strain growth, BacTiter-Glo, 24 h | inhibition, % at 20 µM | hit rate 2.2% among 330,000 | AID 463190;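 active = inhibition of at least 40%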;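 note: mutant grown at 25 °C; 0% = DMSO wells with yeast and 100% = wells holding no yeast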
hIAP block: blocks human intestinal alkaline phosphatase | P09923 | purified IAP, CDP-Star luminescence, 30 min | hit rate 0.12% among 330,000 | inhibition, % at 10 µM;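 active = inhibition reaching a set limit with compound at 10 µM in the primary screen, cut at about 35% in these data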;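 note: plate controls were DMSO wells with enzyme for no effect and no-enzyme buffer wells for full effect; values of inactives mirror those of a sister screen read the other way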
An asterisk follows results filed as active; / = not tested or not shown.

SMILES | TIM10 inh | Apaf1 inhib | NALP3 yeast inh | hIAP act | hIAP block | mIAP activ | ATG4B inhibitor | tim10-1 inh | mIAP inh
CCOC(=O)c1cn(Cc2ccc(Cl)cc2Cl)c2cc(C)nn2c1=O | 17 | -18 | 8 | 0.98 | 2 | 1.1 | -7 | 4 | -12
Cc1ccc(S(=O)(=O)CCc2nnc(NC(=O)c3ccccn3)s2)cc1 | 8 | 6 | 5 | 1.3 | -28 | 1.1 | 1 | 44* | -10
O=C(NCc1ccc2c(c1)OCO2)C1CCC(CNc2c(N3CCCC3)c(=O)c2=O)CC1 (centres undefined) | 5 | 5 | 14 | 1 | 0 | 0.99 | -12 | 4 | 1
Cc1cc(C(=O)OCC(=O)NC(C)(C)C)c2ccccc2n1 | 5 | -16 | 7 | 0.89 | 11 | 0.95 | -1 | 11 | 4
Cc1cc(S(=O)(=O)N2CCOCC2)c(C)s1 | -1 | -1 | 20 | 1.3 | -28 | 0.99 | 2 | 6 | 1
CN(CC(=O)Nc1c(Cl)cccc1Cl)C(=O)c1cccc(S(=O)(=O)NCc2ccccc2)c1 | -2 | -1 | 13 | 0.94 | 6 | 0.94 | 7 | -2 | 6
COc1ccccc1N1C(=O)N(CC(=O)C(C)(C)C)c2ccccc2S1(=O)=O | -10 | 4 | -13 | 1.1 | -13 | 1 | -11 | 6 | 0
Clc1cc(NCc2ccccc2)ncn1 | 8 | -6 | 17 | 0.83 | 17 | 1.1 | -2 | 8 | -12
CCOc1ncccc1C(=O)OCC(=O)N1CCC(C)CC1 | 4 | -7 | 14 | 1 | -3 | 1.1 | -5 | 0 | -5
O=C(Nc1ccc(O)cc1)/C(=C\C=C\c1ccccc1)NC(=O)c1ccccc1 | 5 | -12 | 10 | 1 | -2 | 1 | -10 | 10 | 0
COc1ccc(CCNC(=O)CSc2ccc(NC(C)=O)cc2)cc1OC | 15 | -4 | 17 | 0.85 | 15 | 0.94 | -6 | -18 | 6
Cc1ccc(S(=O)(=O)NCc2cccnc2)cc1C(=O)N1CCCC1 | 3 | -1 | 7 | 0.95 | 5 | 0.91 | 0 | -4 | 9
N#Cc1cccnc1Nc1cccc(Cl)c1 | 2 | -4 | 15 | 0.96 | 4 | 1 | -3 | 7 | -2
COc1cccc(Nc2cc(C)nc3ccccc23)c1 | 4 | 2 | 5 | 1 | -2 | 1.1 | -10 | 23 | -12
Cc1ccc(OCCCCn2cnc3ccccc32)cc1 | -5 | 17 | 38 | 1.1 | -8 | 1 | -2 | 5 | -4
COc1ccc(OC)c(NC(=O)CN(c2ccc(C(C)C)cc2)S(=O)(=O)c2c(C)noc2C)c1 | -1 | 9 | 5 | 1.2 | -23 | 1.1 | 8 | 20 | -8
CC1CCCN(CCOCCOc2ccc(Cl)cc2Br)C1 (centres undefined) | -36 | 8 | 34 | 1.1 | -7 | 0.97 | 19 | -4 | 3
CN1CCN(CCCNC(=O)c2ccc3c(c2)N(Cc2ccccc2)CCS3)CC1 | 9 | 10 | 0 | 1.1 | -6 | 1 | 14 | 8 | -1
COc1ccc(-c2[nH]ncc2C=O)cc1OC | -6 | -2 | 10 | 1.1 | -6 | 1 | -3 | 3 | 0
COc1ccccc1NC(=O)CCSc1ccc(C)cc1 | 27 | -8 | 16 | 1.1 | -7 | 1 | 5 | 38 | -1
CCN1CCN(c2nc3sc4c(c3c3ncnn23)CC(C)CC4)CC1 (centres undefined) | 12 | 9 | -3 | 1 | -3 | 1 | 3 | 21 | -4
COc1ccc(CN(C)CC2CCCN(CCc3ccc(F)cc3)C2)c(OC)c1OC (centres undefined) | -17 | 3 | 32 | 1 | 0 | 1 | -2 | 0 | 0
CCOc1ccccc1Oc1c(C)oc2c(CN3CCN(CCO)CC3)c(O)ccc2c1=O | -8 | 5 | 13 | 0.93 | 7 | 1 | 3 | 11 | -1
COc1ccc(CC(=O)Nc2cccc(C(=O)O)c2C)cc1 | 8 | -18 | -4 | 0.92 | 8 | 1 | 3 | 6 | -4
COc1nc(NCCO)nc(Nc2ccccc2F)n1 | 12 | -5 | 17 | 0.95 | 5 | 0.93 | -1 | 8 | 7
COc1ccc(-c2[nH]ncc2CN2CCN(Cc3cccs3)CC2)cc1F | 4 | -11 | 4 | 1.1 | -10 | 1 | -6 | -8 | 0
COC(=O)c1cccc(C(=O)N2CCCC(Nc3ccc(C)c(C)c3)C2)c1 (centres undefined) | 14 | -13 | 3 | 1.1 | -10 | 0.95 | 3 | 20 | 4
COc1ccc2[nH]c3c(c2c1)CCN1C(=O)C(CC(=O)NCCc2ccccn2)C[C@H](C(=O)N2CCCCC2)[C@@]31CCc1ccccc1 (some centres undefined) | -8 | 28 | / | / | / | 1.2 | -9 | 17 | -17
COc1ccc(-n2c(SCC(=O)Nc3ccc([N+](=O)[O-])cc3OC)nc3ccccc32)cc1 | -6 | 11 | 0 | 0.92 | 8 | 0.94 | 0 | 33 | 6
CC(C)=C1C2CCC1C1C(=O)N(CCc3ccccc3)C(=O)C21 (centres undefined) | 29 | 12 | 20 | 0.9 | 10 | 0.92 | 1 | 35 | 8
COc1ccc(C2NC(=O)CS2)cc1OC (centres undefined) | 8 | 8 | 5 | 1.1 | -14 | 1 | 5 | 11 | -4
Cc1cc(C)n(CC(O)COc2ccc(Cl)cc2Cl)n1 (centres undefined) | 8 | -2 | 31 | 1.1 | -6 | 0.97 | 2 | 15 | 3
Cc1cc(Cl)ccc1OCc1n[nH]c(=S)n1C1CCCCC1 | -6 | 26 | 13 | 1.1 | -14 | 0.96 | -7 | 36 | 4
O=C(COC(=O)c1sc2ccccc2c1Cl)Nc1ncc(Cl)cc1Cl | 22 | -6 | 2 | 1 | -5 | 0.97 | -6 | 17 | 3
CN(O)/C=C1\C(=O)Nc2ccccc21 | 1 | 3 | 11 | 0.97 | 3 | 0.89 | 7 | 0 | 11
Cc1ccc(Nc2nc(Nc3ccc(C)cc3)nc(SC3=NCCS3)n2)cc1 | 40 | -9 | 9 | 0.99 | 1 | 0.85 | 0 | 40 | 14
CCOC(=O)CSc1cc(CS(C)(=O)=O)nc(-c2ccccn2)n1 | 9 | -6 | 7 | 1.2 | -16 | 1 | -9 | 14 | -2
CS(=O)(=O)N(CCc1ccccc1)CC(=O)Nc1ccc(OCc2ccccc2)cc1 | 2 | 23 | 26 | 1.1 | -9 | 1.2 | -4 | 25 | -23
CC(=O)c1ccc(N(C(=O)c2csnn2)C(C(=O)NC(C)(C)C)c2cccs2)cc1 (centres undefined) | -9 | 8 | 19 | 1 | 0 | 1.1 | 0 | 4 | -11
O=C(O)CC(NC(=O)C1CCCCC1)c1cc([N+](=O)[O-])ccc1Cl (centres undefined) | 8 | -12 | -3 | 1.1 | -10 | 1.1 | -17 | 8 | -8
C=CCNC(=S)NNC(=O)c1ccc(OC(C)C)cc1 | -6 | -2 | 9 | 0.98 | 2 | 1 | 4 | 12 | -5
NC(=O)c1c(NC(=O)c2cc3ccccc3o2)sc2c1CCC2 | -16 | 6 | 32 | 1 | 0 | 0.99 | 4 | -5 | 1
O=S(=O)(NCC1CCCO1)c1ccccc1F (centres undefined) | 9 | 6 | 8 | 0.94 | 6 | 1 | 4 | -6 | -2
Cc1ccc(CCNC(=O)CCNS(=O)(=O)c2ccc3c(c2)oc(=O)n3C)cc1 | -21 | -13 | 11 | 0.99 | 0 | 0.98 | 5 | 2 | 2
CCCN(CCC)C(=O)c1ccc2c(=O)n(Cc3ccco3)c(=S)[nH]c2c1 | -1 | 23 | 20 | 1.1 | -7 | 0.77 | 5 | -19 | 24
Cc1cc(NC(=O)Cn2nc(C(F)(F)F)c3c2CCC3)n(-c2ccccc2)n1 | -21 | 0 | 2 | 1 | 0 | 1 | -3 | 23 | -4
O=C(C1CCCN(S(=O)(=O)c2ccccc2)C1)N1CCCc2ccccc21 (centres undefined) | 19 | 5 | 6 | 0.94 | 6 | 1 | -4 | 36 | -3
COC(=O)c1ccccc1NC(=O)c1cnn2c(C(F)F)cc(C3CC3)nc12 | -34 | 22 | 2 | 1 | -3 | 0.83 | -6 | 15 | 17
CCCC1(c2ccccc2)NC(=O)N(CC(=O)Nc2cc(C)ccc2OC)C1=O (centres undefined) | 19 | 7 | 5 | 0.9 | 10 | 1 | 0 | -8 | -2
C=CCNC(=O)c1ccc(-c2nc(-c3ccc(Cl)c(Cl)c3)cs2)cc1 | -5 | -14 | -12 | 0.97 | 2 | 0.92 | -4 | 6 | 8

Profiles, looked up by structure. Order of values: TIM10 inh, Apaf1 inhib, NALP3 yeast inh, hIAP act, hIAP block, mIAP activ, ATG4B inhibitor, tim10-1 inh, mIAP inh
O=C(C1CCCN(S(=O)(=O)c2ccccc2)C1)N1CCCc2ccccc21 (centres undefined) as listed: 19, 5, 6, 0.94, 6, 1, -4, 36, -3
Cc1cc(Cl)ccc1OCc1n[nH]c(=S)n1C1CCCCC1 as listed: -6, 26, 13, 1.1, -14, 0.96, -7, 36, 4

Next structures follow.
SMILES | TIM10 inh | Apaf1 inhib | NALP3 yeast inh | hIAP act | hIAP block | mIAP activ | ATG4B inhibitor | tim10-1 inh | mIAP inh
O=C(Nc1cccc(Br)c1)c1ccc2nc(N3C(=O)CCC3=O)sc2c1 | 38 | 2 | 11 | 0.94 | 6 | 0.91 | -20 | 21 | 9
Cc1ccc(C)c(N2CCN(CCCNC(=O)CCC(=O)N3CCOc4ccc(Cl)cc43)CC2)c1 | 10 | 25 | 12 | 1.1 | -12 | 1 | / | 7 | 0
O=C(CSc1nc2ccccc2o1)Nc1nncs1 | -7 | 5 | -2 | 1 | -2 | 0.95 | -10 | -6 | 5
CC(C)CCn1c(CN2CC(C)OC(C)C2)nc2c1c(=O)n(C)c(=O)n2C (centres undefined) | 2 | 6 | 9 | 0.92 | 8 | 0.98 | -15 | -6 | 2
CSc1ncc(C(C)=O)c(C)n1 | -7 | 6 | -1 | 1.2 | -16 | 1.2 | -4 | -5 | -16
Cn1c(CNC(=O)c2ccco2)nnc1SCC(=O)Nc1cccc(Br)c1 | 2 | 4 | -1 | 1.2 | -19 | 1.1 | -4 | -2 | -6
COc1ccc(C(c2c(NC(=O)c3ccco3)sc(C)c2C)N2CCOCC2)cc1OC (centres undefined) | 16 | 8 | 4 | 0.82 | 18 | 0.98 | -8 | -3 | 2
Cc1cc(C)cc(Oc2nc3ccccn3c(=O)c2/C=C(\C#N)C(=O)NC2CCS(=O)(=O)C2)c1 (centres undefined) | 0 | 2 | 2 | 0.9 | 10 | 1.1 | 1 | 4 | -12
Cc1c(Cl)cccc1-n1ccnc1SCC(=O)O | -10 | 5 | 7 | 1.1 | -8 | 0.92 | -20 | 9 | 8
CCC(C)S(=O)(=O)c1snnc1C (centres undefined) | 3 | -3 | 20 | 0.82 | 18 | 0.98 | -1 | -11 | 2
COc1ccc(OCC(=O)C2CC2)c(C#N)c1 | -1 | -14 | 4 | 1.1 | -6 | 1 | 3 | -8 | -1
Cc1ccc(-c2ccnc(-c3ccc(O)cc3)n2)cc1 | 34 | 8 | 3 | 1.1 | -6 | 0.98 | -15 | 35 | 2
O=c1c2ccccc2nc(-c2ccc(Br)cc2)n1Cc1ccccc1 | 9 | 6 | 12 | 1 | -3 | 1 | 32 | 21 | -1
